Screening results (PubChem)
Tau fibril ThT: blocks human tau fibril formation measured by thioflavin T. P10636. recombinant tau K18 P301L, heparin-induced fibrillization, ThT fluorescence. Potency, µM (top dose mostly 57.4 µM), without a hit: top-dose activity, negative = inhibition, usual class: inhibitors. actives 2.1% (n = 270,000); further: nearly all actives have a fitted effect of over 55% in size
Target sequence (P10636 561-689 P618L limits assumed): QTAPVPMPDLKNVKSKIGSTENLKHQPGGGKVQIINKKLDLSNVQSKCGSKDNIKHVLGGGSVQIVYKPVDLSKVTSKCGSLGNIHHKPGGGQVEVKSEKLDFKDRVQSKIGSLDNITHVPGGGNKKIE
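Fibril formation assay: tau K18 P301L at 15 uM with trace Alexa 594 label, heparin inducer 20 uM, pH 7 sodium acetate buffer, 37 C for 6 hr; endpoint ThT signal.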
L3MBTL1 inh: blocks human L3MBTL1; Potency, µM (series often up to 57.1 µM), for the others: at the highest dose activity, negative = inhibition, actives largely listed as inhibitors; Q9Y468; actives 0.66% (n = 230,000); AlphaScreen L3MBTL1–H3K9me1 peptide binding; AID 485360; further: nearly all actives have a fitted effect of over 60% in size
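AlphaScreen assay: L3MBTL1 (50 nM final) was preincubated 30 min at room temperature with biotinylated H3(1-15)K9me1 peptide (75 nM final), then 30 min with library compounds; streptavidin donor and nickel chelate acceptor beads (10 ug/mL final) added, 30 min dark.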
Tau fluor cs: counter-screen for tau fibril formation inhibitors | tau K18 P301L Alexa594 fluorescence, heparin fibrillization | Potency, µM (top dose mostly 57.7 µM), for the others: at the top dose activity change, negative = decrease | actives 0.93% (n = 280,000) | AID 1463; further: nearly all actives have a fitted effect of over 55% in size
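Human tau K18 P301L (15 uM unlabeled, 0.24 uM Alexa 594-labeled) in 100 mM sodium acetate pH 7 with 20 uM heparin, 6 hr at 37 C. ThT 30 uM added, 1 hr ambient; Alexa 594 FP and total fluorescence read at 555/632 nm.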
ALDH1A1 inh: inhibitors of human aldehyde dehydrogenase 1A1; P00352; Purified ALDH1A1, NADH fluorescence, propionaldehyde substrate; Potency, µM (series often up to 75.3 µM), for the others: top-dose activity, negative = inhibition, actives largely listed as inhibitors; actives 7.3% (n = 220,000); AID 1030; active means well fitted inhibition curve with a large enough effect, not every such curve was filed as active; inconclusive means small, poorly fitted or top-dose-only effect, or another doubt; inactive means no such curve, though single readings can be large or run the other way;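 further: plate controls were no enzyme wells and a reference inhibitor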
Target sequence (P00352 whole entry, looked up): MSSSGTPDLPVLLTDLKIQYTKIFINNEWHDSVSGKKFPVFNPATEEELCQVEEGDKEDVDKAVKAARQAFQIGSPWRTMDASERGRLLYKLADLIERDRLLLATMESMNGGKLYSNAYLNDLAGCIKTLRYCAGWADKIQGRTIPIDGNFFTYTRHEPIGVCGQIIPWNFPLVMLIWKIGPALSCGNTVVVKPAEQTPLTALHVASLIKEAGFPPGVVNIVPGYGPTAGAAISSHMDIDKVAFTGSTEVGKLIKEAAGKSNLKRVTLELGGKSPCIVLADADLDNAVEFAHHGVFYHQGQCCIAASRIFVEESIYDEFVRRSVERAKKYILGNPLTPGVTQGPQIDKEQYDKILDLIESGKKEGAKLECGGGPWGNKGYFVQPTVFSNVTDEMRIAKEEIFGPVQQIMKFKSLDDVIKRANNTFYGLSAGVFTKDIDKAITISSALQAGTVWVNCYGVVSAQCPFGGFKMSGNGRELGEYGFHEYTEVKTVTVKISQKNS
TexasRed fluor: alters Texas Red total fluorescence, flagging assay interference | TRb/SRC2 Texas Red total fluorescence interference | Potency, µM (doses to about 106 µM), for inactives: at the top dose fluorescence change, negative = quenching | actives 0.29% (n = 280,000); active means well fitted curve in either direction with a large enough effect; inconclusive means small, poorly fitted or top-dose-only effect
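Human TRβ ligand-binding domain (0.6 uM) and Texas Red SRC2 peptide (20 nM) in Tris buffer with 1 uM T3 and 5% DMSO were incubated with pinned compound for 5 hr at ambient temperature. Total fluorescence was computed as S + 2P (555/632 nm).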
GLA spleen mod: inhibitors or activators of human alpha-galactosidase in spleen homogenate; P06280; human spleen homogenate, 4MU-alpha-Gal fluorescence, 40 min; Potency, µM (titrated, usually from 80 µM), for inactives: at the top dose activity change, negative = inhibition, actives largely listed as inhibitors; actives 0.008% (n = 240,000); AID 2107;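 further: 0% = enzyme with vehicle and -100% = no enzyme basal signal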
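Human spleen homogenate (1 ug) was the enzyme source, with 4-methylumbelliferyl-alpha-D-galactopyranoside (1 mM final) in pH 5.0 citrate buffer with 0.01% Tween-20. Compounds were titrated; after 40 min at 37C, NaOH/glycine stop, 4-MU fluorescence read; AC50 from Hill fits.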
Tau fibril FP: tau fibrillization inhibition (FP). K18 P301L tau heparin fibrillization, Alexa594 FP, 6 h. Potency, µM (titrated, usually from 57.7 µM), for the others: top-dose activity, negative = inhibition, most hits filed as inhibitors. P10636. actives 0.39% (n = 280,000); further: nearly all actives have a fitted effect of over 55% in size
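Human tau K18 […] P301L fragment, 15 uM unlabeled plus 0.24 uM Alexa 594-labeled tau (final), with compound and 20 uM heparin in 100 mM sodium acetate pH 7; 6 hr at 37 C, then Alexa 594 FP read.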
TRb-SRC2 inh: TRbeta-SRC2 interaction inhibition | TRbeta-SRC2 peptide binding, fluorescence polarization; receptor liganded with 1 µM T3 | Potency, µM (doses to about 106 µM), for inactives: at the top dose activity change, negative = inhibition, actives largely listed as inhibitors | actives 0.065% (n = 280,000);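 further: plate controls were bound peptide for no effect and peptide without receptor for full effect; nearly all actives have a fitted effect of over 50% in size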
Target sequence (P10828 whole entry, looked up): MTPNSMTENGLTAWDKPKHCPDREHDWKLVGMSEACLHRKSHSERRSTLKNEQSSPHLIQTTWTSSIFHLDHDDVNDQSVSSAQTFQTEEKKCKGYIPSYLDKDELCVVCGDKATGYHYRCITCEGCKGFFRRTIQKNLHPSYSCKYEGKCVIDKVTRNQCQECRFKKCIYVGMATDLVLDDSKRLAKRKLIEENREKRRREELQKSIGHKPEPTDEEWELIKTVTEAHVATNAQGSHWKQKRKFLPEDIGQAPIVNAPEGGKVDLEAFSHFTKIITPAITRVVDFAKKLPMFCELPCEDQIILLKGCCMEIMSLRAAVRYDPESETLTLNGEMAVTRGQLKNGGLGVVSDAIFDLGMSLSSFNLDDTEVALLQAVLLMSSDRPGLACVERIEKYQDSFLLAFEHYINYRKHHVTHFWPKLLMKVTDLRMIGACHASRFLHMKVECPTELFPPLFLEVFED
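Fluorescence polarization of 20 nM Texas Red SRC2 peptide with 0.6 uM human TRb ligand-binding domain, in Tris buffer with 1uM T3 and 5% DMSO. Incubated 5 hr ambient; normalized to unbound and bound controls.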
Active calls of the source: *; ? = inconclusive; . = not tested or not shown; & = joins results of further samples; ! = a repeat was not active; [ ] = dose if it differs, or a comment. Unless noted, the call rests on the fitted dose curve; in most records, active means well fitted curve in the direction sought with a large enough effect; inconclusive means small, poorly fitted or top-dose-only effect, or another doubt; inactive means no such curve, though single readings can be large; an effect the other way counts as inactive or inconclusive. Unless noted, on the % scale 0 is the no-effect control and ±100 the full control effect; potency means the concentration at half of the fitted maximal effect.

SMILES	Tau fibril ThT	L3MBTL1 inh	Tau fluor cs	ALDH1A1 inh	TexasRed fluor	GLA spleen mod	Tau fibril FP	TRb-SRC2 inh
O=C(N/N=C1/CN2CCC1CC2)c1cc2ccccc2cc1O	?	-6%	?	13%	-28%	-12%	-2%	1%
CC1=C2[C@H]3OC(=O)[C@@H](C)[C@@H]3CC[C@@]2(C)C=CC1=O	-6%	1%	-5%	7%	0%	2%	-1%	-5%
C#CCN[C@H](C)Cc1ccccc1	-10%	15%	-13%	11%	-1%	10%	-6%	-2%
CCOP(=O)(Cc1cc(C(C)=O)c(C)o1)OCC	?	-28%	-17%	.	1%	3%	-6%	-4%
CCn1c(=O)cc(OCC(=O)N2CCC3(CC2)OCCO3)c2ccccc21	-10%	-4%	-2%	-8%	-3%	-20%	7%	1%
ClC(Cl)c1ccccc1	.	.	.	-7%	-1%	2%	.	0%
C=CCn1c(O)c(C(CC)=Nc2ccc(N(CC)CC)cc2)c(=O)[nH]c1=O	?	3%	-13%	?	1%	-4%	-2%	-13%
CCCCCCn1c(=O)c(C(=O)Nc2c(C)n(C)n(-c3ccccc3)c2=O)c(O)c2ccccc21	-11%	.	-3%	.	-4%	0%	1%	-3%
COC(=O)Cc1cnc(NC(=O)C2C3CCC(C3)C2C(=O)O)s1 (stereo unspecified)	-9%	0%	2%	?	-6%	3%	-7%	-8%
CC(=NCc1cccnc1)c1c(O)n(C2CCCCC2)c(=O)[nH]c1=O	-4%	.	-1%	-49%	-12%	-3%	2%	1%
CC1CCN(c2cc(Br)c([N+](=O)[O-])cc2F)CC1	?	.	-21%	.	-6%	-5%	-2%	0%
Cc1cc(C(=O)N=Nc2c(O)n(C)c3ccccc23)c(C)o1	?	-4%	5%	6%	-2%	1%	-4%	-3%
Nc1ccccc1C(=O)OCC(=O)N1CCc2ccccc21	?	.	-14%	?	-3%	13%	9%	0%
CCN1CCN(C(=O)Cc2ccccc2OC)CC1	1%	-17%	-3%	-5%	-2%[53 µM]	-1%	4%	8%[53 µM]
CCC1(c2ccccc2)C(=O)NC(=O)NC1=O	-5%	0%	-7%	2%	-1%	0%	-5%	-8%
CN1CCc2nc3sc(C(=O)NC4CC4)c(N)c3cc2C1	?	-24%	-11%	?	-2%	-2%	-6%	-2%
O=C/C=C/c1ccccc1	-6%	-2%	-4%	13µM*!	-2%&-1%&-3%	7%&-3%&-2%	0%	6%&13%&11%
O=C(CNC1CCCCC1)N1CCC2(CC1)OCCO2	-9%	.	-5%	?	1%	1%	-3%	0%
N#CCCn1cc(C=C2C(=O)NC(=O)NC2=O)c(-c2ccccc2)n1	?	-7%	-12%	-10%	-3%	11%	-14%	2%
CC(C)(O)[C@@H]1C2OC(=O)[C@@H]1[C@]1(O)C[C@H]3O[C@]34C(=O)O[C@H]2[C@]14C	1%	.	-2%	?	-1%	7%	-4%	4%
O=C1NC(=O)N(c2ccc3c(c2)OCO3)C(=O)/C1=C/c1ccc(N2CCCCC2)o1	?	-4%	-9%	-11%	3%	2%	-4%	-1%
CCOc1ccc(N2C(=O)NC(=O)/C(=C\c3ccc(N4CCOCC4)cc3C)C2=O)cc1	?	-2%	-18%	?	?	-4%	-14%	-8%
COP(=O)(OC)O/C(=C\Cl)c1cc(Cl)c(Cl)cc1Cl	.	.	.	?	-2%	0%	.	2%
COc1cc(Br)cc(CN2CCN(C)CC2)c1O	-5%	.	3%	-11%	-1%	5%	13%	-1%
O=C(Cc1c[nH]c2ccccc12)Nc1nccs1	0%	-3%	-12%	6%	-7%	?	5%	5%
NC1(C(=O)O)CCCC1	-11%	.	-16%	5%	-3%&-1%	-3%&9%	-3%	-1%&1%
CC12CN3CC(C)(CN(C1)C3c1cccs1)C2O (stereo unspecified)	-6%	1%	-5%	3%	-2%	-8%	-1%	2%
Nn1c(Cc2cccc3ccccc23)n[nH]c1=S	-2%	4%	-1%	22µM*	-2%	1%	1%	6%
NC1=NC(=O)C(c2ccccc2)O1 (stereo unspecified)	-5%	.	-6%	.	2%	-10%	3%	2%
CCCC[N+]12C3CC(C(CC)[C@H]1O)[C@@H]1C(O)C4(C[C@@H]12)c1ccccc1N(C)C34 (stereo partly specified)	-7%	.	-9%	0%	-1%	-3%	0%	-1%

3 entries from above, with each value named:
CCOc1ccc(N2C(=O)NC(=O)/C(=C\c3ccc(N4CCOCC4)cc3C)C2=O)cc1
  Tau fibril ThT: ?
  L3MBTL1 inh: -2%
  Tau fluor cs: -18%
  ALDH1A1 inh: ?
  TexasRed fluor: ?
  GLA spleen mod: -4%
  Tau fibril FP: -14%
  TRb-SRC2 inh: -8%
Nn1c(Cc2cccc3ccccc23)n[nH]c1=S
  Tau fibril ThT: -2%
  L3MBTL1 inh: 4%
  Tau fluor cs: -1%
  ALDH1A1 inh: 22µM*
  TexasRed fluor: -2%
  GLA spleen mod: 1%
  Tau fibril FP: 1%
  TRb-SRC2 inh: 6%
O=C(Cc1c[nH]c2ccccc12)Nc1nccs1
  Tau fibril ThT: 0%
  L3MBTL1 inh: -3%
  Tau fluor cs: -12%
  ALDH1A1 inh: 6%
  TexasRed fluor: -7%
  GLA spleen mod: ?
  Tau fibril FP: 5%
  TRb-SRC2 inh: 5%

Following part.
SMILES	Tau fibril ThT	L3MBTL1 inh	Tau fluor cs	ALDH1A1 inh	TexasRed fluor	GLA spleen mod	Tau fibril FP	TRb-SRC2 inh
CC(O)(CS(=O)(=O)c1ccc(F)cc1)C(=O)Nc1ccc(C#N)c(C(F)(F)F)c1 (stereo unspecified)	-6%	.	-18%	.	2%	-5%	-2%	2%
CCOC(=O)c1c(N)n(Cc2ccc(OC)cc2)c2nc3ccccc3nc12	2%	15%	-30%	?	0%	?	-10%	0%
Cc1cccc(Oc2nc3c(C)cccn3c(=O)c2/C=C(\C#N)c2nc3ccccc3s2)c1	?	.	-9%	.	-1%	.	-11%	1%
O=C(c1cc(-c2ccc(Cl)cc2)n(-c2ccc(Cl)cc2Cl)n1)N1CCOCC1	?	0%	-12%	-9%	-6%	-11%	-10%	4%
CCc1ccc(N2C(=O)NC(=O)C(CCc3ccncc3)(CCc3ccncc3)C2=O)cc1	6%	17%	13%	7%	-4%	-1%	-3%	-4%
c1ccc2c(c1)OC[C@@H](C1=NCCN1)O2	?	.	-16%	-8%	-1%	7%	-14%	-1%
N#CCBr	.	.	.	-9%	-3%	15%	.	-2%
CC1(C)C2CC=C(CN3CCC(O)CC3)C1C2 (stereo unspecified)	2%	-11%[11.4 µM]	2%	-10%	0%	-17%	-1%	-18%
Fc1ccc(CCNCc2ccc(Br)cc2)cc1	2%	8%	3%	1%	-3%	-4%	6%	-5%
COC(=O)[C@H]1C[C@H]2CC[C@H](O)C[C@H]2N1CC1CC1	-1%	.	-4%	-5%	1%	-1%	-1%	4%
CCC(=NCC1CCCO1)c1c(O)n(-c2ccc(OC)cc2)c(=O)[nH]c1=O (stereo unspecified)	-1%	0%	10%	12%	-6%	0%	7%	-2%
CN1C(=O)C(=Cc2c(OCc3cnc(Cl)s3)ccc3ccccc23)C(=O)N(C)C1=O	?	-5%	3%	2.2µM*	1%	2%	3%	0%
O=C(COc1ccccc1[N+](=O)[O-])N1CCN(CCc2ccncc2)CC1	2%	.	3%	.	-1%	.	2%	-5%
CC(C)[C@@H]1CN[C@H](C(=O)O)[C@@H]1CC(=O)O	-4%	.	0%	0%	0%	-10%	-3%	0%
Cc1ccsc1/C=N/NC(=O)c1cccc(S(=O)(=O)Nc2ccccc2Cl)c1	?	3%	?	9%	1%	4%	?	-1%
CN(C)C(=O)Oc1cc(OC(=O)N(C)C)cc(C(O)CNC(C)(C)C)c1 (stereo unspecified)	-8%	1%&-2%	-9%	-4%	-4%	17%	-10%	2%
COc1cc(NC(=O)c2ccco2)ccc1NC(=O)c1ccccc1Cl	?	-8%	-16%	?	-1%	-4%	-4%	-1%
COc1ccc(CCN(C)Cc2ccc(F)cc2F)cc1OC	-3%	.	0%	?	3%	3%	3%	-16%
Cc1ccc(-c2cn3c(=S)[nH]nc3s2)cc1	-19%	5%	-17%	?	0%	7%	1%	-5%
CCCCn1c(O)c(C(C)=Nc2ccc(OCC)cc2)c(=O)[nH]c1=O	?	5%	-14%	7%	-1%	7%	2%	8%
N#Cc1ccc(Cn2cc(C(=O)c3ccco3)c3ccccc32)cc1	-3%	-5%	?	-2%	0%	-17%	-13%	0%
CC(C)c1ccc(C2N3CCCN23)cc1 (stereo unspecified)	2%	0%	5%	-3%	-2%	-7%	1%	8%
Cc1cccc(-n2c(C)nc3cc(C(=O)N4CCC5(CC4)OCCO5)ccc32)c1	-7%	6%	-5%	?	1%	-23%	-2%	-9%
CC(=O)c1ccc(OC(NC(=O)c2ccco2)C(Cl)(Cl)Cl)cc1 (stereo unspecified)	-6%	-8%	-5%	?	0%	3%	2%	9%
CNC[C@H](O)c1ccc(O)c(OC)c1	.	.	.	6%[20.9 µM]	-1%[53 µM]	-1%[29.1 µM]	.	2%[53 µM]
CC(C)c1ccc(NC(=O)CN2C(=O)CN=C(c3ccccc3)c3ccccc32)cc1	-9%	.	-12%	.	2%	.	-15%	-2%
C/C=C/c1ccc2c(c1)OCO2	-8%&1%	-4%	-12%&-1%	4%&-6%&9%	0%&-5%&-2%	7%&-6%&4%	-11%&-8%	-2%&-3%&5%
O=Cc1ccccc1	.	.	.	3.2µM*	-2%	0%	.	0%
Clc1cccc(N2CCNCC2)c1Cl	4%	9%	9%	6%	0%	-9%	11%	-8%
Cc1cccc(-n2c(O)c(C=Nc3ccccc3N)c(=O)[nH]c2=O)c1	-15%	-8%[11.4 µM]	-7%	?	0%	-8%	7%	-13%
O=C1CCCN1C(=O)c1cncc(Br)c1	-2%	.	-7%	5%	2%	7%	-2%	11%
c1ccc(-c2ccc(-c3n(-c4ccccn4)c4ccccc4[n+]3-c3ccccn3)cc2)cc1	?	-24%	-19%	?	10%	-2%	-4%	-4%
O=c1c2ccccc2nc(/C=C/c2ccccc2F)n1-c1cccc(O)c1	9%	.	-10%	.	0%	.	?	-8%
COc1ccc(NC(=O)c2ccco2)cc1NC(=O)COc1cccc(C)c1C	?	.	-7%	.	3%	.	-8%	0%
COC(=O)[C@]1(C)CC[C@@]2(C)CC[C@@]3(C)C4=CCc5c(cc(O)c(O)c5C)[C@]4(C)CC[C@@]3(C)C2C1 (stereo partly specified)	5%	.	-5%	5%	-1%	23%	3%	-6%

Some of the compounds tested. The share of hits here may be higher or lower than overall.
